Cardio protect – cardioprotection against H2O2-induced cell death, primary screen, uHTS, H9c2 cells, ATPLite luminescence; AID 588492, 2011; 360,000 compounds, 0.63% hits; H9c2 cardiomyocytes, H2O2 injury protection, 2 h; protection from H2O2 cell death, % at 20 µM;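 active means compounds giving at least 50% protection of heart cells from peroxide-induced death in the single-dose screen, raw or plate-pattern-corrected value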;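 further: 0% = DMSO wells with peroxide and 100% = DMSO wells without peroxide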
CaV13 FRET inh – Primary screen for inhibitors of IQ motif and Ca2+-dependent inactivation inhibitor domain binding in CACNA1D, Förster resonance energy transfer in living cells, …; HEK cells, CFP/YFP FRET ICDI-IQ, plate reader, 10 min; percent FRET-ratio fall versus neutral wells; inhibition, % at 12.3 µM; 340,000 compounds, 0.098% hits;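 active means mean replicate inhibition of at least 30% and at least 1% of replicates passing that level; inconclusive means only one of the two criteria is met; inactive means neither criterion is met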;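 further: 0% = median of the neutral control wells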
ABCB6 inh MLPCN – ABCB6 transporter inhibitors, primary screen, K562-ABCB6 cells, flow cytometry, MLPCN library; K562-ABCB6 porphyrin accumulation, 1 h; stronger effect = lower value; fluorescence ratio to DMSO, % at 10 µM; 360,000 compounds, 0.19% hits;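 active means fluorescence ratio to DMSO below 75%, the collection mean minus 3 SD; inconclusive means too few cells collected in the well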;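 further: signal is porphyrin accumulated inside mitochondria; 100% equals median channel fluorescence of DMSO control wells; lower ratio means ABCB6 inhibition with less porphyrin fluorescence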
aDG glyco act – activators of alpha-DG glycosylation, primary screen, uHTS, Pro5-aDG cells, AlphaScreen; 360,000 compounds, 0.22% hits; activation, % at 10 µM; AID 624168, 2012; alpha-DG glycosylation AlphaScreen (IIH6); 0% Pro5, 100% B10-LARGE cell signal;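 active means activation of at least 8% versus controls, or a plate z-score of at least 8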;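 further: Pro5 are CHO cells carrying HIG-tagged alpha-DG that lacks glycosylation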
iPSC survival up – enhancers of single-cell hiPSC survival, primary screen, ATPlite luminescence. 100% = ROCK inhibitor wells, 0% = DMSO. survival enhancement, % at 20 µM. 360,000 compounds, 0.044% hits. AID 602274, 2012; in the data active means survival enhancement above about 18%;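 further: cells exposed to compounds for 16 hours before the ATP read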
Glyco luc inh – increase of ERlucT glycosylation luciferase signal, primary screen, N-linked glycosylation inhibitor project, D54 ERlucT cells, luminescence, set 2 | reporter increase, % at 12.5 µM | AID 588692, 2011 | 360,000 compounds, 0.23% hits | D54 ERlucT glycosylation luciferase reporter, 24 h; percent of 100 nM tunicamycin response;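 active means mean luciferase reporter signal, scaled so untreated is 0 and the glycosylation-blocking control 100, at or above a set limit in every replicate; inconclusive means mean reaches the limit but not every replicate does; inactive means mean below the limit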;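 further: luciferase carries N-glycosylation sites so blocking glycosylation raises the light; 0% = median of neutral control wells and 100% = median of 100 nM tunicamycin wells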
Exocytosis inh – LAMP-1 surface exposure blockers, TALL-104 cells – cell-based, flow cytometry, MLPCN library, primary screen | TALL-104 LAMP-1 surface exposure; cells stimulated with thapsigargin and PMA | inhibition, % at 10 µM | 360,000 compounds, 0.66% hits | AID 651702, 2012;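 active means inhibition above about 55%, limit read from the data; inconclusive means no clear call, values can overlap the other calls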
m5-HT2A agonist – mouse Htr2a agonists via beta-arrestin recruitment, primary screen, cell-based, luminescence. 5-hydroxytryptamine receptor 2A (Mus musculus), P35363. CHO-K1 mHTR2A beta-arrestin complementation; percent of 30 µM serotonin response. activation, % at 7.6 µM. 360,000 compounds, 0.66% hits. AID 624169, 2012;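 active means activation above a run cutoff, the mean activation of all tested compounds plus 3 SD, cut at about 14% in these data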;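 further: 0% = plate median of compound wells and 100% = 30 µM serotonin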
Target sequence (P35363 whole entry, looked up): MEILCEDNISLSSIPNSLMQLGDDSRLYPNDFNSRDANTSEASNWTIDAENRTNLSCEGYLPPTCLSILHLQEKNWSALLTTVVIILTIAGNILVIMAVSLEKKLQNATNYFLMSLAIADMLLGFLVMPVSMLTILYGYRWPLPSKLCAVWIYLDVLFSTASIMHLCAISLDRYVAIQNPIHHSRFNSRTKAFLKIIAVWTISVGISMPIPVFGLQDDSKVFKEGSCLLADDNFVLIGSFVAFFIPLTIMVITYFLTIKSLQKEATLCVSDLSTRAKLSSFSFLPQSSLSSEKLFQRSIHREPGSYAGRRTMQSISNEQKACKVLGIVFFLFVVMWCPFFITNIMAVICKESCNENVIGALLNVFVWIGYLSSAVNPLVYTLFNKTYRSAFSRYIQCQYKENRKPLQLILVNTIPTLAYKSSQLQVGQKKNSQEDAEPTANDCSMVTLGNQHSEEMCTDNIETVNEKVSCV
PDI turbidity – inhibitors of human PDI, primary screen, biochemical, turbidity, single point, plate reader. Protein disulfide-isomerase (Homo sapiens), P07237. PDI insulin aggregation turbidity, A650, 90 min. inhibition, % at 10 µM. 350,000 compounds, 0.052% hits;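 active means mean inhibition across replicates of 30% or more, whatever share of single replicates reach that level; inconclusive means mean inhibition below 30% while every single replicate reaches 30%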;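 further: absorbance from insulin aggregation driven by PDI reduction with DTT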
Target sequence (P07237 whole entry, looked up): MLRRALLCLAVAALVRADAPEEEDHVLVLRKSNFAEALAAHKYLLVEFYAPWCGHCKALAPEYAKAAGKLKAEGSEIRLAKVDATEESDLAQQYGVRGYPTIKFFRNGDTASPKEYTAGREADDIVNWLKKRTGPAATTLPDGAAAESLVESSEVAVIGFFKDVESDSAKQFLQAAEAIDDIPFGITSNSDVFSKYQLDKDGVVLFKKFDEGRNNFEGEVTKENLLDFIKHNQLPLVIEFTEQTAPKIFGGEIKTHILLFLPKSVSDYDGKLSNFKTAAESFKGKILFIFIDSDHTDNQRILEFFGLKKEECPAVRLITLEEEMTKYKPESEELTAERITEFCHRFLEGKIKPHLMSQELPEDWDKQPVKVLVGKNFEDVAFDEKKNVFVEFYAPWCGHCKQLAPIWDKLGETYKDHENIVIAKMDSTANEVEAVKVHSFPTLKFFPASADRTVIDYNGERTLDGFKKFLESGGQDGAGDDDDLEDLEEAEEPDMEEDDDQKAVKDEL
Vif inh – HIV Vif self-association inhibitors, primary screen, imaging, HEK293T, single point | HEK293T cells, Vif self-association by quenched fluorescence, 24 h | inhibition, % at 7.49 µM | 340,000 compounds, 0.35% hits; in the data active means inhibition above about 50%, passing the limit was not always enough; inconclusive means no clear call, values can overlap the other calls; inactive means below about 31%; further: some results filed as inactive read as strong as hits
The depositor's hits bear a star; u = inconclusive; x = not tested or not shown.

SMILES | Cardio protect | CaV13 FRET inh | ABCB6 inh MLPCN | aDG glyco act | iPSC survival up | Glyco luc inh | Exocytosis inh | m5-HT2A agonist | PDI turbidity | Vif inh
CCN(CC)CCn1c2ccccc2c2nc(C)sc21 | -6 | -1 | 102 | 0.1 | 3.7 | 2 | 2 | -5 | -7 | 21
CC(C)Cn1c(N)c(C(=O)NCc2cccs2)c2nc3ccccc3nc21 | -17 | -5 | 95 | 1.5 | -1.4 | -4 | 60* | -5 | -4 | -8
Cc1ccc(C2(C)NC(=O)N(CC(=O)Nc3cc(S(=O)(=O)N4CCOCC4)ccc3C)C2=O)cc1 (configuration not stated) | -2 | -3 | 98 | 0.0 | 0.3 | 4 | -2 | 8 | -7 | 9
O=C(NCCOc1ccccc1)N1[C@H]2CC[C@@H]1C=C(c1ccc(F)cc1OCc1ccccc1)C2 | -1 | -9 | 88 | -0.1 | -0.3 | -5 | 10 | -11 | -2 | -2
Cc1ccc(C)c(NC(=O)CN2C(=O)C3CC=CCC3C2=O)c1 (configuration not stated) | 2 | -11 | 100 | -0.2 | 6.1 | 1 | -3 | 0 | -6 | x
NCC(c1ccccc1Cl)c1c[nH]c2ccccc12 (configuration not stated) | -3 | -22 | 97 | 0.3 | -0.6 | -3 | 27 | -1 | 0 | 1
NC1=NC(=O)C(Cc2cccc(Cl)c2)S1 (configuration not stated) | 9 | -7 | 111 | -0.4 | 3.1 | 1 | 0 | 1 | 6 | -18
Cc1ccc(NC(=O)COc2cccc(-n3cnnn3)c2)cc1S(=O)(=O)N1CCOCC1 | 10 | -5 | 93 | -0.3 | 2.0 | -1 | -4 | 0 | 7 | 7
Cc1ccnc(-n2c(C)cc(C=O)c2C)c1 | 5 | 5 | 103 | -0.3 | 0.1 | -2 | -3 | 7 | 5 | 7
CCOc1cc(C)c(C(C)C)cc1S(=O)(=O)n1ccc(C)n1 | -2 | -6 | 102 | -0.1 | 7.7 | -2 | 2 | 2 | 0 | 2
CCOC(=O)c1nnn(-c2nonc2N)c1CN(CC)CC | 7 | -5 | 89 | -0.1 | 13 | 1 | 3 | 3 | 8 | x
NS(=O)(=O)c1ccc(CCNC(=O)C2(S(=O)(=O)c3ccc(Cl)cc3)CC2)cc1 | -5 | -2 | 98 | -0.2 | 1.8 | 0 | 6 | 5 | 0 | 0
CC1CCN(CC(=O)N2CCc3ccccc32)CC1 | 1 | -12 | 95 | -0.2 | -0.3 | 1 | 0 | -3 | -7 | 12
Cn1ncc([N+](=O)[O-])c1C(=O)Nc1ccc(-c2nc3ccccc3o2)cc1 | -11 | -6 | 96 | 0.7 | 0.8 | -4 | 0 | 0 | -4 | -1
COc1ccc(NC2CCCN(C(=O)CCCn3cncn3)C2)cc1 (configuration not stated) | 1 | -7 | 93 | 0.1 | -0.1 | 3 | 1 | 6 | -18 | -5
CC(C)c1cc2c(c(O)c1O)[C@@]13CCCC(C)(C)C1CC2OC3=O (some centres not stated) | 2 | x | 101 | -0.3 | -1.3 | 2 | -4 | -4 | x | 1
COC(=O)c1ccc(Nc2nc(N3CCOCC3)nc(N3CCOCC3)n2)cc1 | 7 | -16 | 103 | 0.1 | -0.5 | -10 | 10 | 0 | 11 | -2
C=C(C)COc1ccc(-c2ncnc(C(F)(F)F)c2-c2ccc(OC)cc2)c(O)c1 | -11 | -19 | 99 | -0.3 | 0.5 | -5 | 32 | 6 | -3 | 18
Cc1nc(NC(=O)/C=C/c2ccc(C(C)(C)C)cc2)sc1C(=O)N(C)C | -12 | -3 | 90 | 0.5 | -1.0 | -2 | -10 | 1 | -5 | -3
CC1CCN(CC(=O)c2cccs2)CC1 | 2 | -7 | 100 | 0.1 | 0.1 | 1 | -3 | 0 | -5 | 2
CC1=CNC(=O)CC(C)(C)C1 | 4 | x | 99 | 0.1 | -0.4 | 0 | -5 | 4 | x | 7
OC(c1ccc(Cl)cc1)C(CN1CCOCC1)c1ccccc1 (configuration not stated) | -2 | -5 | 101 | 0.1 | -0.3 | -6 | 0 | 0 | 1 | 5
CCSc1nc2ccccc2n1Cc1nc(N)nc(N(C)C)n1 | 1 | -8 | 97 | 0.1 | -0.5 | -2 | 4 | -2 | 0 | -2
CCOCCn1c(=NC(=O)c2cc3ccccc3oc2=O)sc2cc(S(N)(=O)=O)ccc21 | 12 | -9 | 92 | 0.0 | -0.4 | -4 | 2 | 3 | -9 | -2
Cc1cc(CNC(=O)Cc2ccc(F)cc2)c2ccccc2n1 | 1 | 7 | 98 | 0.2 | 0.5 | 2 | 6 | 2 | -2 | 2
CCN1CCN(C(=O)C2CCN(C(=O)c3cc4sccc4n3CC)CC2)CC1 | -2 | -3 | 99 | 0.1 | -2.4 | 2 | 6 | -2 | x | 13
CCOc1ccc(NC(=O)C23CC4CC(C2)CC(c2ccccc2)(C4)C3)cc1 | -5 | -5 | 98 | -0.1 | -0.4 | -2 | 0 | -3 | 2 | -4
Cc1cc(NCCCN(C)C)n2c(nc3ccccc32)c1C#N | 12 | -3 | 101 | 0.0 | 1.2 | 34* | 3 | 3 | -7 | 3
O=C(CSC1CC(=O)N(CCc2ccccc2)C1=O)Nc1ccc(Cl)cc1 (configuration not stated) | -4 | -17 | 98 | 0.0 | -0.7 | -5 | 0 | 0 | 14 | 13
COc1cccc(C(=O)OCC(=O)c2c(N)n(C)c(=O)n(C)c2=O)c1 | 6 | -2 | 93 | -0.3 | -0.1 | -1 | 1 | -1 | 6 | 9
COCCNc1cc(N)c([N+](=O)[O-])cc1[N+](=O)[O-] | 0 | -3 | 93 | 0.2 | 1.9 | 4 | 20 | -5 | -1 | x
O=C(Nc1cccc2ccccc12)ON=C1CCCCC1 | -5 | -10 | 102 | 0.3 | -0.3 | 5 | 7 | -7 | -8 | x
Cc1cc(C)cc(OCC(=O)Nc2ccccc2C(=O)N2CCOCC2)c1 | 5 | x | 100 | -0.4 | -0.1 | 1 | -2 | 0 | 37* | -5
O=C(c1ccc(Cl)c(Cl)c1)N1CCC(=O)N(C(COCc2cccc(Cl)c2)Cc2ccccc2)CC1 (configuration not stated) | -6 | -5 | 96 | 2.2 | 0.6 | 0 | 3 | -8 | -1 | -5
CCc1cccc(N(C(=O)c2csnn2)C(C(=O)NC(C)(C)CC)c2ccccn2)c1 (configuration not stated) | 4 | x | 95 | -0.1 | -1.1 | -1 | 0 | 5 | 3 | -1
O=[N+]([O-])c1cc2c(cc1/C=N/n1c(-c3ccccn3)n[nH]c1=S)OCO2 | 10 | -3 | 107 | -0.1 | -0.1 | 0 | -2 | 3 | -2 | 1
Cc1ccc(-n2nnc3c(=O)oc4ccccc4c32)cc1 | -17 | -6 | 106 | 0.1 | -1.4 | 1 | 94* | 3 | -17 | 5
Cn1c(Cc2ccccc2)[n+](C)c2ccccc21 | 2 | -3 | 95 | 0.1 | -0.5 | 2 | 2 | 4 | 6 | 6
Cc1ccc(S(=O)(=O)N2C[C@H]3n4c(=O)ccc(=O)n4C[C@H](OC(=O)NCc4ccco4)[C@@]3(O)C2)cc1 | -1 | -4 | 97 | 0.4 | -1.1 | 1 | -4 | 6 | -6 | -5
O=C(NCc1ccccc1)C1=C[C@H](c2ccc(C(F)(F)F)cc2)C[C@H](OCc2ccc(CO)cc2)O1 | 3 | -6 | 101 | 0.1 | -0.4 | -1 | 0 | -3 | -6 | 2

The last 4 records of the part above open the next one.
SMILES | Cardio protect | CaV13 FRET inh | ABCB6 inh MLPCN | aDG glyco act | iPSC survival up | Glyco luc inh | Exocytosis inh | m5-HT2A agonist | PDI turbidity | Vif inh
Cc1ccc(-n2nnc3c(=O)oc4ccccc4c32)cc1 | -17 | -6 | 106 | 0.1 | -1.4 | 1 | 94* | 3 | -17 | 5
Cn1c(Cc2ccccc2)[n+](C)c2ccccc21 | 2 | -3 | 95 | 0.1 | -0.5 | 2 | 2 | 4 | 6 | 6
Cc1ccc(S(=O)(=O)N2C[C@H]3n4c(=O)ccc(=O)n4C[C@H](OC(=O)NCc4ccco4)[C@@]3(O)C2)cc1 | -1 | -4 | 97 | 0.4 | -1.1 | 1 | -4 | 6 | -6 | -5
O=C(NCc1ccccc1)C1=C[C@H](c2ccc(C(F)(F)F)cc2)C[C@H](OCc2ccc(CO)cc2)O1 | 3 | -6 | 101 | 0.1 | -0.4 | -1 | 0 | -3 | -6 | 2
O=C(COC(=O)c1cccs1)Nc1ccccc1[N+](=O)[O-] | -4 | -18 | 82 | 0.0 | -0.2 | 2 | 0 | 2 | 3 | 17
CCN1C(=NCCc2ccccn2)N[C@@H](c2cccc(C(F)(F)F)c2)C(C(=O)OC)=C1C | 0 | -4 | 97 | 0.3 | 0.7 | -3 | 0 | 0 | -2 | -2
O=C(N/C(=C/c1cccc([N+](=O)[O-])c1)C(=O)N1CCCCC1)c1cccs1 | 2 | -2 | 102 | 0.1 | -1.2 | -2 | -4 | 0 | -1 | -4
Oc1ccc(-c2csc(Nc3cccc4ccccc34)n2)cc1O | 49 | -20 | 93 | -0.5 | 0.1 | 4 | -10 | -1 | 1 | -3
CCn1nc(C(=O)NCC2COc3ccccc3O2)c2ccccc2c1=O (configuration not stated) | -4 | -6 | 96 | 0.1 | 0.1 | 1 | 16 | 4 | 15 | -2
Oc1c(C(c2ccccc2)N2CCN(Cc3ccccc3)CC2)sc2ncnn12 (configuration not stated) | 10 | -5 | 99 | 0.1 | 1.0 | 0 | -5 | 4 | x | 10
CN(C/C=C/C#CC(C)(C)C)Cc1cccc2ccccc12 | -42 | -6 | 101 | 0.1 | 0.5 | -4 | -6 | -2 | 3 | -2
N#CC1(NC(=O)CSc2nnc3n2CCCCC3)CCCCC1 | 6 | -2 | 96 | 0.0 | 0.6 | 1 | 5 | 4 | 2 | 9
c1ccc(-c2cc(-c3nn4c(-c5ccco5)nnc4s3)c3ccccc3n2)cc1 | 43 | x | 97 | -0.2 | 5.2 | -4 | 2 | -2 | -4 | -6
O=C(Nc1ncccc1O)c1ccc2ccccc2c1 | -10 | x | 98 | -0.3 | -0.3 | -14 | -2 | 1 | 3 | 6
COc1cc(NC(=O)COC(=O)c2n[nH]c3ccccc23)c(C)cc1[N+](=O)[O-] | -2 | -1 | 98 | 0.0 | -2.8 | 2 | -8 | 2 | 2 | -5
CN(C)C1=NCCN1CCC1CCCC1 | 6 | -10 | 99 | -0.2 | -0.5 | -1 | -13 | -4 | 1 | 8
Cc1nc(N)nc(N)c1CCCc1ccc(Cl)c(Cl)c1 | -7 | -2 | 95 | 0.2 | -0.6 | -4 | 44 | -3 | 2 | u
COc1ccccc1NCCC(=O)OCC(=O)NC1CC1 | -2 | -5 | 98 | 0.3 | 1.2 | 3 | 1 | -3 | -7 | -3

Compound activity: PubChem BioAssay, several laboratories
